NOD2 inhibition = inhibition of NOD2-driven NF-kB reporter – cell-based, luminescence, uHTS, HEK293 (AID 1566); HEK293 NOD2/NF-kB luciferase reporter, luminescence; higher % means a stronger effect; inhibition, % at 4 µM; hits with a dose series show EC50 in µM; 0.63% of 290,000 active; further: many of its hits are not listed in these tables
KOR beta-arrestin-1 = kappa opioid receptor activators – cell-based, luminescence, uHTS, primary screen (AID 1777) | KOR beta-arrestin recruitment, luminescence; higher % means a stronger effect | activation, % at 10 µM; hits with a dose series show EC50 in µM | 0.02% of 280,000 active; in the data active means activation above about 50%, passing the limit was not always enough; further: a part of the inactive calls stands beside numbers as strong as those of hits
HIV peptide binding = cell-free HIV fusion peptide-binding blockers – biochemical, uHTS, fluorescence dequenching, primary screen (AID 1986) | one-dose inhibition, % at 20 µM; IC50 in µM for titrated hits | cell-free peptide binding, fluorescence dequenching, 30 min; higher % means a stronger effect | 0.3% of 290,000 active; in the data active means inhibition mostly above about 52%, no sharp cut-off; inactive means mostly below about 76%; further: some results filed as inactive read as strong as hits
NOD1 inhibition = NOD1 signaling inhibitors, primary screen, cell-based, luminescence, uHTS (AID 1578); inhibition, % at 4 µM, or EC50 in µM where a hit was titrated; 1% of 290,000 active; NOD1-driven NF-kB luciferase reporter cells, luminescence; higher % means a stronger effect; in the data active means inhibition mostly above about 36%, no sharp cut-off; inactive means mostly below about 34%;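 further: HEK-293T reporter cells stimulated with the NOD1 agonist gamma-tri-DAP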
KOR beta-arrestin-2 = KOR antagonists, beta-arrestin recruitment, cell-based, luminescence, uHTS (AID 1778). KOR beta-arrestin recruitment, luminescence, antagonist mode; higher % means a stronger effect. one-dose inhibition, % at 10 µM; IC50 in µM for titrated hits. 0.091% of 290,000 active; further: strong numbers were not always called active
GPR35 arrestin U2OS = GPR35 antagonists blocking zaprinast-driven arrestin recruitment, primary screen, imaging, U2OS, beta-arrestin-GFP, zaprinast agonist (AID 2058); U2OS GPR35 beta-arrestin-GFP translocation imaging, zaprinast antagonism; higher % means a stronger effect; one-dose inhibition, % at 10 µM; IC50 in µM for titrated hits; 0.052% of 290,000 active;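 active means inhibition of at least 50% with at least 30 cells and total cytoplasm GFP at most 10,000,000; inconclusive means under 30 cells or total GFP of 10,000,000 plus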
GPR55 antagonists = GPR55 antagonists blocking LPI-driven arrestin recruitment, primary screen, imaging, U2OS, beta-arrestin-GFP, LPI agonist (AID 2013) | U2OS GPR55 beta-arrestin-GFP translocation imaging, LPI antagonism; higher % means a stronger effect | inhibition, % at 10 µM, or IC50 in µM where a hit was titrated | 0.13% of 290,000 active;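 active means spots per cell inhibited over 60%, with over 100 cells counted and total cytoplasm intensity under 500,000; inconclusive means wells with under 100 cells, flagged as likely toxic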;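 further: U2OS cells stably carrying GPR55 and arrestin-GFP stimulated by 5 µM LPI near EC80; imaged beta-arrestin-GFP aggregate spots per cell after agonist stimulation; plate controls were LPI-stimulated DMSO wells for no effect and DMSO wells without LPI for full effect; some results filed as inactive read as strong as hits; confirmed hits need IC50 under 10 µM and bright autofluorescent wells are also inconclusive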
GPR55 activation = GPR55 agonists via beta-arrestin recruitment, primary screen, imaging, U2OS cells, beta-arrestin-GFP redistribution (AID 1961); 0.048% of 290,000 active; one-dose activation, % at 10 µM; EC50 in µM for titrated hits; U2OS GPR55 beta-arrestin-GFP redistribution imaging; higher % means a stronger effect;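 active means activation above 40% with more than 50 cells counted in the well; inconclusive means wells holding fewer than 50 cells, flagged as toxic or sparse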;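 further: U2OS osteosarcoma cells stably expressing GPR55 and beta-arrestin-GFP; plate controls were DMSO negative control for no effect and LPI positive control for full effect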
Myeloid diff MLP = myeloid differentiation induction. ER-HoxA9 myeloid progenitors, lysozyme-GFP differentiation, flow cytometry. calls only at 10 µM. 1% of 360,000 active. AID 624256;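 active means normalized GFP-positive differentiation at or above the plate's own cutoff, the solvent-only control mean plus 3 SD; inconclusive means no clear call, values can overlap the other calls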;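 further: cells exposed to compound for four days before flow analysis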
Myeloid diff MLP GFP+ MAC1+ % = second read-out of Myeloid diff MLP, no call of its own (marks repeat the call); GFP+ MAC1+ double positive, %; measured here: differentiation confirmed by MAC1 staining
Numbers without * were called inactive; i = inactive; ? = inconclusive; . = not tested or not shown; + = active, no number; [ ] = dose if it differs, or a comment. Unless noted, no stated cut-off is given here; in the data, active means inhibition above about 50%; inactive means the rest. The list is partial, so the mix of outcomes need not match the whole.

SMILES	NOD2 inhibition	KOR beta-arrestin-1	HIV peptide binding	NOD1 inhibition	KOR beta-arrestin-2	GPR35 arrestin U2OS	GPR55 antagonists	GPR55 activation	Myeloid diff MLP	Myeloid diff MLP GFP+ MAC1+ %
O=C(CN1CCN(Cc2ccccc2)CC1)NCC1COc2ccccc2O1 (stereo unspecified)	0%	-0.2%	0.2%	-9%	3%	-1%	-3%	-0.1%	i	1.7
COc1ccc(NC2CS(=O)(=O)CC2NCc2ccccc2)cc1 (stereo unspecified)	6%	-4.0%	1.3%	-28%	11%	-10%	0%	0.5%	i	0.6
O=[N+]([O-])c1ccc2c(c1)oc1ccccc12	20%	-0.9%	-0.8%	15%	31%	-9%	1%	0.0%	i	0.7
CC(C)Cc1nnc(NC(=O)CCC(=O)NC2CCCCCC2)s1	12%	-4.0%	-0.4%	-8%	-5%	-5%	12%	-0.2%	i	1.5
O=C(/C=C/c1ccccc1)CC(=O)c1ccccc1O	-35%	.	1.6%	-49%	16%	13%	-4%	0.0%	i	0.4
CC(C)Oc1cccc(C(=O)C2CCCN(Cc3cccn3-c3ccccn3)C2)c1 (stereo unspecified)	4%	-8.8%	-0.8%	-17%	-48%[20 µM]	8%	18%	7.9%	i	0.5
COc1ccc(N2CCN(C(CNC(=O)C(C)(C)C)c3ccco3)CC2)cc1 (stereo unspecified)	8%	-4.6%	0.7%	-28%	-16%	-7%	8%	-0.2%	i	0.3
O=C(NCCCN1CCCC1=O)c1cc(S(=O)(=O)N2CCOCC2)ccc1Cl	-3%	-2.2%	-0.4%	-32%	7%	4%	17%	0.3%	?	.
COc1ccc(CCNc2ncccc2C#N)cc1OC	-22%	2.6%	-1.3%	-55%	-12%	5%	-6%	0.2%	i	1.5
O=C(O)c1cccc(CN2C(=O)S/C(=C/c3cccc([N+](=O)[O-])c3)C2=O)c1	-10%	-1.0%	3.3%	2%	-14%	-11%	-5%	-0.2%	i	0.7
O=C(Nc1ccc(Cl)cc1)Nc1ccc(N2CCC(C(F)(F)F)CC2)nc1	-6%	7.9%	12%	-15%	-10%	-3%	4%	-0.2%	i	0.1
O=C(CCC1CCCC1)Nc1ccccc1-c1ccccc1	-3%	3.8%	-0.8%	-17%	-17%	-4%	-1%	0.1%	i	0.9
O=C(NCCc1c[nH]c2ccccc12)C(=O)NCC(c1ccco1)N1CCN(c2ccc(F)cc2)CC1 (stereo unspecified)	-105%	14%	-2.0%	-21%	2%	31%	-4%	1.3%	i	0.0
Nc1nc(NCc2ccccc2)nc(-c2ccccc2)n1	-15%	-3.7%	0.1%	-32%	33%	8%	-1%	0.1%	i	1.3
Clc1cccc(Cl)c1Cn1cnc2c(N3CCCCCC3)ncnc21	-22%	-0.4%	-2.1%	-4%	26%	-11%	8%	0.1%	i	4.3
CSc1ccccc1NC(=O)CNCCCN1CCOCC1	14%	-0.2%	3.1%	-10%	-6%	-7%	7%	0.4%	i	0.8
CCN1C(=O)/C(=C\C=C2/C=CC=CN2CC)SC1=S	-55%	-10%	3.1%	-56%	24%	2%	2%	-0.2%	i	0.6
CCCCC(=O)NC(c1ccccc1)c1ccc2cccnc2c1O (stereo unspecified)	14%	1.2%	-3.1%	39%	-13%[20 µM]	8%	3%	-0.3%	?	.
CCOc1ccc(NC(=O)CC2C(=O)N(c3ccc(OC)cc3)C(=O)N2CCc2ccc(OC)c(OC)c2)cc1 (stereo unspecified)	-7%	-1.4%	-0.2%	-17%	-35%	4%	4%	0.3%	i	0.2
Cc1cccc(C(=O)Nc2ccccc2C(=O)OCc2c(C)noc2C)c1	12%	0.4%	-2.3%	11%	6%	-12%	-8%	-0.1%	i	0.8
CC(c1ccccc1)n1c(NCCCn2ccnc2)nc2c1c(=O)[nH]c(=O)n2C (stereo unspecified)	0%	14%	-1.9%	0%	-30%	-5%	-11%	-0.2%	.	.
OCCCCNCc1ccc(OCc2ccc(Cl)cc2)cc1	4%	1.7%	-1.1%	-92%	-25%	19%	28%	-0.2%	i	1.3
CN(Cc1ccccc1)S(=O)(=O)c1ccc(Cl)c(C(=O)OCC(N)=O)c1	5%	5.8%	-1.3%	-6%	11%	8%	-7%	-0.1%	i	0.3
CCOc1ccccc1NC(=S)N1CCN(c2cccc(C)c2C)CC1	0%	2.0%	-2.5%	2%	15%	-12%	4%	0.0%	i	0.8
O=C(NC1CC2CCC(C1)N2C(=O)NCc1ccccc1)NC12CC3CC(CC(C3)C1)C2 (stereo unspecified)	19%	-2.8%	0.3%	-39%	11%	2%	-12%	-0.1%	i	0.8

Whole records from above. Values in the order: NOD2 inhibition, KOR beta-arrestin-1, HIV peptide binding, NOD1 inhibition, KOR beta-arrestin-2, GPR35 arrestin U2OS, GPR55 antagonists, GPR55 activation, Myeloid diff MLP, Myeloid diff MLP GFP+ MAC1+ %
Results for O=C(CCC1CCCC1)Nc1ccccc1-c1ccccc1 : -3%, 3.8%, -0.8%, -17%, -17%, -4%, -1%, 0.1%, i, 0.9
Results for CC(c1ccccc1)n1c(NCCCn2ccnc2)nc2c1c(=O)[nH]c(=O)n2C (stereo unspecified) : 0%, 14%, -1.9%, 0%, -30%, -5%, -11%, -0.2%, ., .
Results for CCOc1ccccc1NC(=S)N1CCN(c2cccc(C)c2C)CC1 : 0%, 2.0%, -2.5%, 2%, 15%, -12%, 4%, 0.0%, i, 0.8
Results for O=C(NC1CC2CCC(C1)N2C(=O)NCc1ccccc1)NC12CC3CC(CC(C3)C1)C2 (stereo unspecified) : 19%, -2.8%, 0.3%, -39%, 11%, 2%, -12%, -0.1%, i, 0.8
Results for CCCCC(=O)NC(c1ccccc1)c1ccc2cccnc2c1O (stereo unspecified) : 14%, 1.2%, -3.1%, 39%, -13%[20 µM], 8%, 3%, -0.3%, ?, .

Remaining list, next part
SMILES	NOD2 inhibition	KOR beta-arrestin-1	HIV peptide binding	NOD1 inhibition	KOR beta-arrestin-2	GPR35 arrestin U2OS	GPR55 antagonists	GPR55 activation	Myeloid diff MLP	Myeloid diff MLP GFP+ MAC1+ %
O=C(NCc1ccc(F)cc1)C1CCN(S(=O)(=O)N2CCC3(CC2)OCCO3)CC1	4%	4.9%	1.0%	8%	-25%	-5%	-16%	0.2%	i	6.1
COCCn1c(=O)c2c(nc3n2CC(C)CN3Cc2ccccc2)n(C)c1=O (stereo unspecified)	-11%	-4.4%	-1.2%	-36%	3%	-4%	4%	-0.2%	i	2.0
CN1CCN(CCC(=O)N2c3ccccc3Sc3ccc(Cl)cc32)CC1	12%	-2.6%	-1.3%	-2%	28%	25%	-3%	0.0%	i	0.3
C(=C\c1nnc(-c2cccs2)o1)/c1ccccc1	-144%	-0.8%	-2.0%	-35%	20%	18%	4%	-0.1%	i	6.7
CC(=O)Nc1ccc(N2C(=O)c3ccc(C(=O)Nc4nnc(SCc5ccc(F)cc5)s4)cc3C2=O)cc1	21%	-3.5%	-1.1%	-17%	15%	-19%	-1%	-0.1%	i	0.1
C/C(=N\NC(N)=S)c1ccc(-n2ccnc2)cc1	-5%	4.3%	-1.0%	-12%	2%	-2%	1%	0.0%	i	0.9
CCc1ccc(NC(=O)CSc2ccc(-c3sc(C)nc3C)nn2)cc1	46%	8.0%	0.1%	16%	-15%	-1%	12%	-0.1%	i	1.0
CCN(CC(=O)NCc1ccc(F)cc1)C(=O)C1CCN(C(=O)Nc2ccccc2)CC1	-22%	-4.2%	-2.7%	-43%	33%	-3%	4%	0.5%	i	3.2
Cc1nc(CN2CCCCC2)cc(=O)[nH]1	-2%	-0.8%	1.0%	-27%	-29%	8%	4%	-0.4%	i	0.1
Cc1c(C=O)c2ccccc2n1CCOc1ccccc1	15%	-4.7%	-0.7%	21%	29%	14%	15%	-0.1%	i	0.8
CC(=O)c1cc(-c2ccccc2)n(CC(=O)NCc2cccs2)c1C	-44%	-3.0%	5.6%	-47%	0%	-8%	1%	0.2%	i	1.2
O=c1[nH]c(=O)n(Cc2ccccc2)c2c1CCC2	-1%	-2.0%	1.4%	-4%	32%	5%	11%	-0.1%	i	2.2
Cc1cc(NC(=O)COc2ccccc2)ccc1Cl	-43%	1.4%	1.0%	-31%	-5%	4%	7%	-0.2%	i	0.4
O=C(Nc1ccc2sc3ccccc3c(=O)c2c1)c1ccccc1Cl	-120%	2.3%	-2.9%	-27%	-9%	7%	-1%	-0.1%	+	0.3*
O=C(Nc1ccc(Cl)cc1)Nc1ccc(Br)cn1	-38%	-1.7%	0.1%	-7%	7%	18%	12%	-0.1%	i	0.2
CCOC(=O)c1cc(-c2ccc3c(c2)OCCO3)n[nH]1	-148%	-1.9%	-1.5%	-59%	-10%	8%	-13%	0.5%	i	0.6
CC#CC(=O)N1CCC(n2nccc2NC(=O)c2ccc3c(c2)OCO3)CC1	1%	-5.4%	-1.5%	30%	19%	5%	13%	-0.1%	i	0.5
Cc1ccc(-c2csc3ncnc(Nc4ccc(N5CCOCC5)cc4)c23)cc1	2%	2.3%	-1.7%	17%	-20%	15%	13%	-0.1%	i	5.5
O=C(c1ccccc1)N1CCC(c2nc(-c3ccc(S(=O)(=O)NCC4CCCO4)cc3)no2)CC1 (stereo unspecified)	32%	7.3%	-1.9%	38%	-39%	-13%	-9%	0.3%	i	2.2
NS(=O)(=O)c1cccc(NC(=O)/C=C/c2cccs2)c1	-54%	-1.1%	-0.4%	-42%	-1%[20 µM]	4%	7%	0.2%	.	.
N/C(=N\OC(=O)N1c2ccccc2Sc2ccccc21)c1ccccc1	-22%	3.2%	-1.4%	7%	22%	2%	21%	-0.5%	i	0.8
CCOc1ccc2nc(SCc3ccc(F)cc3)sc2c1	-4%	-0.2%	0.5%	-10%	10%	6%	2%	-0.1%	i	0.4
O=C(CN1CCCC1)Nc1ccccc1Sc1ccc(Cl)cc1	-12%	4.4%	0.5%	-7%	-28%	14%	0%	0.1%	i	2.1
CC(=O)CCC(=O)NC1CCCc2c1cnn2-c1ccc(C(C)(C)C)cc1 (stereo unspecified)	28%	-3.7%	-0.4%	12%	-24%[20 µM]	-5%	10%	-0.3%	i	0.7
COC(=O)c1ccc(N=Nc2ccccc2)cc1	-56%	-9.2%	-3.2%	-33%	14%	2%	2%	0.1%	i	1.0
O=C(O)c1ccc(Cl)c(S(=O)(=O)NC(Cc2c[nH]c3ccccc23)C(=O)O)c1 (stereo unspecified)	-8%	-1.4%	4.7%	-3%	11%	7%	3%	-0.1%	i	0.5
Cc1cccc(C(=O)NC2=NCCS2)c1	-58%	1.4%	-0.4%	-36%	0%	-2%	-1%	-0.2%	i	0.6
